Pyk2 oligo antag = blocks oligomerization of human Pyk2 in cells | 0.83% of 99,000 active | Q293 cells, Pyk2 FERM NanoBiT luminescence; active compounds read low | AID 1347419 | z-score (the deposit names both 25 µM and 10 µM) | Q14289;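 active means Z-score of -3 or lower, scaled per plate to the spread of control and sample wells; inactive means z-score above -3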;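 further: negative z-score means lost luminescence so less FERM oligomerization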
CD11b adhes inh = CD11b/CD18-fibrinogen binding inhibition. K562 CD11b/CD18 adhesion to fibrinogen, ATPlite luminescence; Mn2+ added to activate the integrin. P05107+P11215. 0.54% of 93,000 active. inhibition, % at 10 µM;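 active means primary inhibition of 50% or more at 10 µM, then 40% or more on retest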; further: some results filed as inactive read as strong as hits
CYP2C9 act = CYP2C9 (human) activation; P11712; recombinant CYP2C9, luciferin-H conversion, luminescence; active compounds read high; factor 1 = untreated enzyme, 0 = blocked; activation factor at 5 µM; 1.4% of 96,000 active; AID 1024;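 active means activation factor of 2 or more for CYP2C9 at a 5 µM dose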;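 further: 0 = sulfaphenazole-blocked wells and 1 = vehicle-only wells; values of inactives mirror those of a sister screen read the other way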
Target sequence (P11712 whole entry, looked up): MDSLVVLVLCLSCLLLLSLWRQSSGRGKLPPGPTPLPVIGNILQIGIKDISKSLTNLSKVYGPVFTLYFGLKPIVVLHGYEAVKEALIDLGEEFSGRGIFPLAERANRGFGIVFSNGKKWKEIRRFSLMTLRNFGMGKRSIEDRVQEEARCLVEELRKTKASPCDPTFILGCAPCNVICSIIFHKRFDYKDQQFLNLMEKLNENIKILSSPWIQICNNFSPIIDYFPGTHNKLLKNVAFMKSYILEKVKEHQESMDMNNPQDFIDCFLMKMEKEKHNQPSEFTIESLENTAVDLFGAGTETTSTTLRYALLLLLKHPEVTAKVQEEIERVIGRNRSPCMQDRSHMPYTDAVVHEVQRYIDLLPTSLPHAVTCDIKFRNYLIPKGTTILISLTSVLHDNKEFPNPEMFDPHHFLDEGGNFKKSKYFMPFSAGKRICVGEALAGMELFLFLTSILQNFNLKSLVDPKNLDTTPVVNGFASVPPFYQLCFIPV
CYP2C19 inh = human CYP2C19 inhibition; inhibition, % at 5 µM; P33261; 21% of 96,000 active; CYP2C19 Supersomes, luciferin-H EGE luminescence, 30 min;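 active means CYP2C19 inhibition above a set limit at 5 µM in the primary screen, cut at about 50% in these data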;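 further: plate controls were negative control wells for no effect and 2.5 mM tranylcypromine positive control for full effect; values of inactives mirror those of a sister screen read the other way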
Target sequence (P33261 whole entry, looked up): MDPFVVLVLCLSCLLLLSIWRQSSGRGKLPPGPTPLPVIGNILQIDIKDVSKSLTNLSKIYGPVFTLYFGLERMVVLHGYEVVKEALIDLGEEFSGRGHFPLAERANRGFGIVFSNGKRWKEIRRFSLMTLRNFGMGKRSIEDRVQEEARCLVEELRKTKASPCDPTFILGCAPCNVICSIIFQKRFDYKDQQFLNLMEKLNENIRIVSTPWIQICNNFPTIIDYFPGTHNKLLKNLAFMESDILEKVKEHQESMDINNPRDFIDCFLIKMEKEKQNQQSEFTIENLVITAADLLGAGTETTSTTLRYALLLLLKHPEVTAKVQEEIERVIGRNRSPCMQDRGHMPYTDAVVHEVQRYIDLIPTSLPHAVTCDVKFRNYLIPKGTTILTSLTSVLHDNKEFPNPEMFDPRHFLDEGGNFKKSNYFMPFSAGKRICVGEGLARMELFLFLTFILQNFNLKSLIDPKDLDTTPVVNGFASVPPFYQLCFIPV
CYP2C19 activ = cytochrome P450 2C19 (human) activation. P33261. recombinant CYP2C19, luciferin-H EGE luminescence; active compounds read high; 0 = fully inhibited enzyme, 1 = untreated enzyme. activation factor at 5 µM. 96,000 tested, under 10 active;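 active means activation factor of at least 2 at 5 µM in the primary screen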;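 further: 0 = wells with 2.5 mM tranylcypromine and 1 = vehicle-only wells; values of inactives mirror those of a sister screen read the other way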
PLAP act = activates human placental alkaline phosphatase; purified PLAP enzyme, luminescent substrate read-out; active compounds read high; 1.2% of 96,000 active; activation fold at 20 µM; P05187; in the data active means activation fold above about 2
MT1-MMP txn act = activates MT1-MMP transcription | HT1080 MT1-MMP promoter luciferase reporter, luminescence, overnight; active compounds read high | activation factor at 10 µM | 0.16% of 86,000 active | AID 750;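 active means activation factor of at least 2 for MT1-MMP transcription at 10 µM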
Mac1 fbg enh = enhancers of human CD11b/CD18 binding to fibrinogen; P05107+P11215; K562 CD11b/CD18 adhesion to fibrinogen, ATPlite luminescence; activation, % at 10 µM; 0.07% of 93,000 active; AID 1499;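 active means 10 µM primary screen giving 50% or more activity, confirmed by 40% or more on retest at that dose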; further: strong numbers were not always called active; reference of the scale not given here
CYP2C9 inhib = inhibitors of human CYP2C9. P11712. CYP2C9 Supersomes, luciferin-H conversion, luminescence. inhibition, % at 5 µM. 20% of 96,000 active. AID 777;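 active means blocking of liver enzyme CYP2C9 beyond about 50% at 5 µM, limit read from the data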; further: values of inactives mirror those of a sister screen read the other way
An asterisk follows results filed as active; · = no result given. Compounds were not picked by outcome; overall some 31% were active at least once.

Pyk2 oligo antag	CD11b adhes inh	CYP2C9 act	CYP2C19 inh	CYP2C19 activ	PLAP act	MT1-MMP txn act	Mac1 fbg enh	CYP2C9 inhib	smiles
-2.39	-31.3	0.4	17.9	0.8	0.9	1.1	6.4	56.4*	CCCn1nc(NC(=O)c2cccs2)c2cc3cc(OC)ccc3nc21
0.43	4.7	1.4	-17.8	1.2	0.9	·	-1.3	-38.1	CC(CN(C(N)=O)c1ccccc1O)C(=O)O (centres undefined)
-0.53	8.0	0.4	7.0	0.9	0.8	1.3	-1.9	57.0*	Cc1cc(NC2CCCCC2)nc(-c2ccccc2O)n1
0.1	0.6	0.3	8.6	0.9	0.9	1.1	5.5	69.6*	Cc1ccc(CNC(=O)CCSCCC(=O)NCc2ccc(C)cc2)cc1
-2.31	1.4	0.2	4.9	1	1.8	1.3	-0.6	78.8*	CCOC(=O)c1sc(N(Cc2ccccc2)C(=O)CSc2ncn[nH]2)nc1C
0.25	-18.4	1	7.1	0.9	0.9	1.1	0.6	3.0	CCOC(=O)c1nc(S(C)(=O)=O)ncc1N1CCOCC1
-0.86	12.3	0.9	56.5*	0.4	1.6	·	2.2	12.6	CC(C)c1ccc(NC(=O)NC2CCN(CC(=O)Nc3cccc4ccccc34)CC2)cc1
-0.68	5.4	1	65.8*	0.3	1	1.1	7.6	-3.5	O=C(CCC(=O)c1cccs1)Nc1ccc(F)c(F)c1F
1.95	-15.4	1	18.9	0.8	0.9	1	-1.0	2.9	CCc1ccccc1NC(=O)NC1CCCCC1
-0.76	15.5	0.8	59.9*	0.4	0.9	1	-7.3	24.3	O=C(Nc1ccc(Oc2ccccc2)cc1)c1ccco1
-0.41	3.4	0.5	45.4	0.5	1.7	1.8	0.6	48.9	Cc1cc(N)c(-n2cc3c(=O)n(C)c(=O)n(C)c3c2)cc1C
0.52	4.0	0.9	-5.4	1.1	0.9	1.2	2.1	10.1	CC(C)c1cc(C(=O)Nc2sc3c(c2C#N)CCC3)no1
1.05	-11.4	0.4	24.2	0.8	1	1.1	3.8	55.8*	COc1ccc(-n2nnc3c(=O)n(Cc4cccc(C)c4)cnc32)cc1
0.58	-4.2	0.2	58.5*	0.4	1.8	1.3	-3.9	75.8*	CCN(CC)S(=O)(=O)c1cccc(-c2nnc(SCc3nnc(-c4cccs4)o3)n2N)c1
1.58	·	0.9	14.9	0.9	1.6	0.8	·	9.0	CCOC(=O)NC(=O)CSc1nc2ccc(OCC)cc2[nH]1
0.02	17.9	0.7	12.8	0.9	1.1	·	5.9	29.6	COC(=O)c1c(NC(=O)c2ccccc2)sc(C(=O)c2ccccc2)c1C
-0.35	14.7	0.5	55.7*	0.4	1.7	1	-2.2	52.2*	CCOc1ccc2nc(NCCNC(=O)C3CC3)c(C)cc2c1
-0.09	-8.1	1	7.6	0.9	0.8	·	-1.0	-4.8	CC1=C(C(N)=O)C(c2sccc2C)n2nnnc2N1 (centres undefined)
1.09	-15.7	0.8	13.9	0.9	1.1	1.1	0.8	15.9	C/C(N)=C(/C#N)C(=O)COC(=O)C(NS(=O)(=O)c1ccc(Cl)cc1)C(C)O (centres undefined)
1.37	-36.4	0.5	32.0	0.7	0.7	·	-2.6	45.3	O=C(O)CCC(NC(=O)c1cncc(O)c1)C(=O)O (centres undefined)
-0.29	0.4	0.9	22.4	0.8	1	1.1	1.7	5.9	CCOC(=O)c1c(N)sc2c1CCC(CC)C2 (centres undefined)
-1.9	-12.9	0.4	19.1	0.8	·	1.1	2.5	58.6*	CC(Sc1n[nH]c(N)n1)c1nc2scc(-c3cccs3)c2c(=O)[nH]1 (centres undefined)
-0.15	-6.3	0.4	68.7*	0.3	1.7	1.1	11.4	57.9*	O=C(CN(Cc1ccco1)C(=O)CCC(=O)Nc1ccccn1)NCCc1ccccc1
0.75	-18.4	1	-12.9	1.1	0.8	1.2	-7.3	-1.3	O=CN1CCN(C(=O)CN2C(=O)c3ccccc3C2=O)CC1
-0.6	7.7	0.8	88.0*	0.1	0.8	1.1	-5.1	20.6	c1cc(-c2nnc3sc(C4CCCCC4)nn23)ccn1
0.68	9.3	1	-2.8	1	1	1	0.9	1.0	CC1(C)CC(=O)c2c(O)cc(O)cc2O1
-0.04	·	1.7	66.2*	0.3	1	·	·	-70.6	Clc1cc(Br)ccc1OCCOCCOc1cccc2cccnc12
1.51	14.7	0.6	9.2	0.9	1.2	1	-0.5	44.5	Nc1nc(SCC(=O)N2CCc3ccccc32)[nH]c(=O)c1-c1ccccc1
·	2.5	1.5	-8.2	1.1	1.3	1.1	4.9	-45.3	COc1cccc(-n2nnc3c(=O)n(CC(=O)NCC4CCCO4)cnc32)c1 (centres undefined)
0.3	17.9	0.9	4.2	1	1	·	-2.3	6.6	CCCCS(=O)(=O)NC1=NCN(CC)CN1

In a second layout: 5 of the compounds above
SMILES	Pyk2 oligo antag	CD11b adhes inh	CYP2C9 act	CYP2C19 inh	CYP2C19 activ	PLAP act	MT1-MMP txn act	Mac1 fbg enh	CYP2C9 inhib
CC1(C)CC(=O)c2c(O)cc(O)cc2O1	0.68	9.3	1	-2.8	1	1	1	0.9	1.0
CCCn1nc(NC(=O)c2cccs2)c2cc3cc(OC)ccc3nc21	-2.39	-31.3	0.4	17.9	0.8	0.9	1.1	6.4	56.4*
CCN(CC)S(=O)(=O)c1cccc(-c2nnc(SCc3nnc(-c4cccs4)o3)n2N)c1	0.58	-4.2	0.2	58.5*	0.4	1.8	1.3	-3.9	75.8*
CC(CN(C(N)=O)c1ccccc1O)C(=O)O (centres undefined)	0.43	4.7	1.4	-17.8	1.2	0.9	·	-1.3	-38.1
Cc1cc(NC2CCCCC2)nc(-c2ccccc2O)n1	-0.53	8.0	0.4	7.0	0.9	0.8	1.3	-1.9	57.0*

Exported with each value named: part of the list above.
CC1=C(C(N)=O)C(c2sccc2C)n2nnnc2N1 (centres undefined)
  Pyk2 oligo antag: -0.09	CD11b adhes inh: -8.1	CYP2C9 act: 1	CYP2C19 inh: 7.6	CYP2C19 activ: 0.9	PLAP act: 0.8	MT1-MMP txn act: ·	Mac1 fbg enh: -1.0	CYP2C9 inhib: -4.8

C/C(N)=C(/C#N)C(=O)COC(=O)C(NS(=O)(=O)c1ccc(Cl)cc1)C(C)O (centres undefined)
  Pyk2 oligo antag: 1.09	CD11b adhes inh: -15.7	CYP2C9 act: 0.8	CYP2C19 inh: 13.9	CYP2C19 activ: 0.9	PLAP act: 1.1	MT1-MMP txn act: 1.1	Mac1 fbg enh: 0.8	CYP2C9 inhib: 15.9

The listing picks up, starting three compounds before the break.
Pyk2 oligo antag	CD11b adhes inh	CYP2C9 act	CYP2C19 inh	CYP2C19 activ	PLAP act	MT1-MMP txn act	Mac1 fbg enh	CYP2C9 inhib	smiles
1.51	14.7	0.6	9.2	0.9	1.2	1	-0.5	44.5	Nc1nc(SCC(=O)N2CCc3ccccc32)[nH]c(=O)c1-c1ccccc1
·	2.5	1.5	-8.2	1.1	1.3	1.1	4.9	-45.3	COc1cccc(-n2nnc3c(=O)n(CC(=O)NCC4CCCO4)cnc32)c1 (centres undefined)
0.3	17.9	0.9	4.2	1	1	·	-2.3	6.6	CCCCS(=O)(=O)NC1=NCN(CC)CN1
-0.15	·	1	5.0	0.9	1.1	·	·	2.4	Cc1ccc(S(=O)(=O)NNC(=O)CCC(=O)Nc2ccc(C)c(C)c2)cc1
0.13	-7.4	1.1	30.1	0.7	1.1	1.1	7.5	-10.0	Cc1cc(C(=O)NCc2ccccc2F)cs1
0.66	-6.0	0.9	23.0	0.8	1	1.3	-1.9	14.6	Cc1cccn2c(=O)c3cc(C#N)c(=N)n(CCN4CCOCC4)c3nc12
1.01	-6.4	0.2	51.8*	0.5	1	1	-1.9	81.6*	CCOC(=O)C1(CC)CC(CSc2nc3ccccc3[nH]2)OC1=O (centres undefined)
0.11	-16.8	1	-3.5	1	0.9	1.1	1.4	3.2	CCCn1c(SC2C(=O)CC(C)(C)CC2=O)nc2c1c(=O)n(C)c(=O)n2C
-1.12	3.7	0.4	33.1	0.7	1.4	1.2	-1.0	55.7*	C=CCSc1nnc2nc3c(nn12)c1cc(C)ccc1n3CC=C
·	-4.5	1.1	3.8	1	1	·	4.7	-9.1	CCC(C)NC(=O)CN(C)S(=O)(=O)c1ccc2c(c1)c(=O)n(C)c(=O)n2C (centres undefined)
0.61	-8.7	1.1	-0.8	1	0.9	1.4	-3.0	-9.2	O=c1[nH]nc(Cc2ccccn2)c2ccccc12
-0.62	16.6	0.8	8.7	0.9	2*	1.1	0.9	19.5	Cn1c(N)c(C(=O)c2cc(-c3ccccn3)nc3ccccc23)c(=O)[nH]c1=O
·	36.2	0.5	67.9*	0.3	1.1	1.3	-7.2	53.4*	CCC(C)OC(=O)c1[nH]c2c(c1C)C(=O)CC(c1ccc(N(C)C)cc1)C2 (centres undefined)
0.12	5.3	0.6	16.9	0.8	1.5	1.1	-0.5	39.0	CC(=O)OC1=Cc2c(ccc3ccc(=O)oc23)OC1(C)C
0.4	5.3	0.9	-6.3	1.1	0.9	1.1	13.0	13.1	Cc1ccc(NC(=O)c2ccco2)cc1NC(=O)CSc1nnc(-c2cccs2)n1C
·	12.9	0.2	63.1*	0.4	1	1	4.5	75.1*	CCCCC(CC)CNC(=O)c1[nH]c(C)c(C(C)=O)c1C (centres undefined)
0	33.3	0.3	61.8*	0.4	1.3	1.1	29.6	67.6*	CNS(=O)(=O)c1cccc(C(=O)OCC(=O)c2cc(C)n(-c3ccc4c(c3)OCO4)c2C)c1
·	-2.5	1.8	36.3	0.6	1	·	0.7	-84.7	CC(NC(=O)C1CCCN1S(=O)(=O)c1cccc2cccnc12)c1ccccc1 (centres undefined)
-0.26	-2.2	1	-3.5	1	0.9	1.5	-2.6	-1.6	Cn1cnc2c1c(=O)n(CC(O)CO)c(=O)n2C (centres undefined)
·	-8.3	0.7	13.3	0.9	0.8	·	6.0	30.9	O=C(C(Cc1ccccc1)NS(=O)(=O)c1cccc2cccnc12)N1CCc2ccccc21 (centres undefined)
-0.38	-2.1	1.5	8.3	0.9	1.5	·	0.1	-48.3	O=C(/C=C/c1ccccc1)N1CCN(CC(O)COc2ccccc2)CC1 (centres undefined)
0.63	9.9	0.5	74.0*	0.3	1.3	1.2	8.3	48.1	CC(C)CCOP(=O)(c1ccc(N(C)C)cc1)C(O)c1ccccc1F (centres undefined)
0.94	12.0	0.8	5.0	0.9	1	·	-5.8	19.5	COc1cc(CC(=O)OCC(=O)c2ccc3c(c2)OCCO3)cc(OC)c1OC
·	3.9	0.9	-4.4	1	1.5	1.2	-3.1	14.6	CN1CCN(C(=O)c2ccc3c(c2)N(Cc2ccc(Cl)cc2)C(=O)c2ccccc2S3=O)CC1 (centres undefined)
0.06	0.1	1	-11.3	1.1	0.8	1.1	6.7	-4.0	COC(=O)C(C(=O)OC)N1C(=O)CCC1=O
-1.34	5.3	0.2	30.4	0.7	0.8	1.1	3.2	78.8*	Cc1nc(SCC(=O)NCc2ccccc2)c2oc3ccccc3c2n1
0.07	9.2	1	17.6	0.8	0.8	1.1	-0.8	4.6	CC1CCN(c2ccccc2N)CC1
-3.22*	5.0	0.3	62.0*	0.4	1.1	·	-5.8	66.0*	COc1cc(Br)c(C(C)NC(=O)c2cccc(Br)c2)cc1OC (centres undefined)
-0.2	-7.2	0.8	25.5	0.7	1.1	1.2	-2.2	18.9	COc1cc(NC(=O)CSc2ccc3c(c2)OCCO3)cc(OC)c1OC
-1.87	-14.1	0.3	21.8	0.8	1.5	·	0.1	70.7*	Cc1ccc(-n2nc(C(=O)N3CCOCC3)cc2-c2ccc(Cl)cc2)cc1
0.51	8.7	0.5	13.4	0.9	1.5	·	5.5	48.2	C/C(=N\N=C(/N)SC1CC(=O)N(c2ccc(Br)cc2)C1=O)c1cccs1 (centres undefined)

Printed as active in Pyk2 oligo antag, among the entries above:
Pyk2 oligo antag	CD11b adhes inh	CYP2C9 act	CYP2C19 inh	CYP2C19 activ	PLAP act	MT1-MMP txn act	Mac1 fbg enh	CYP2C9 inhib	smiles
-3.22*	5.0	0.3	62.0*	0.4	1.1	·	-5.8	66.0*	COc1cc(Br)c(C(C)NC(=O)c2cccc(Br)c2)cc1OC (centres undefined)

Source: PubChem BioAssay
